Bioassay records: PubChem BioAssay, several laboratories
E coli Lon inh – inhibitors of E. coli Lon protease, primary screen, biochemical, fluorescence polarization. AID 602123, 2011. purified E. coli Lon protease. 360,000 tested, 0.42% active. inhibition, % at 7.94 µM. P0A9M0; in the data active = inhibition above about 13%, passing the limit was not always enough;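 also: 0% = enzyme with probe and DMSO and 100% = no enzyme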
CSN deneddyl inh – inhibitors of CSN-mediated cullin deneddylation, primary screen, biochemical, fluorescence polarization, uHTS; COP9 signalosome complex subunit 5 (Homo sapiens), Q92905; Purified CSN, SCF-Nedd8-OG deneddylation; inhibition, % at 12.5 µM; 360,000 tested, 0.38% active;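 active = pattern-corrected inhibition above about 35%, with an unprinted fluorescence ratio check between 0.5 and 1.5, limit read from the data, passing the limit was not always enough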;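 also: 0% = enzyme with substrate and 100% = substrate without enzyme; some results filed as inactive read as strong as hits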
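Assay system: purified human Csn5 enzyme expressed in HEK293T cells; measure: % inhibition; also added: SCFSkp2-Nedd8OG substrate at 10 nM final; technique: fluorescence polarization; times: reaction 90 min, room temperature; medium: Tris buffer pH 7.5, NaCl, DTT, Tween-20, trehalose, ovalbumin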
FAS-TE inh – FAS thioesterase domain inhibitors, primary screen, biochemical, fluorescence intensity, uHTS; Fatty acid synthase (Homo sapiens), P49327; 360,000 tested, 0.67% active; inhibition, % at 15 µM; recombinant FAS-TE, OMFH fluorogenic substrate, fluorescence endpoint;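 active = compounds whose normalised, plate-corrected inhibition of enzyme fluorescence in the single-dose primary screen is 50% or more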;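 also: 0% = DMSO with enzyme and 100% = substrate without enzyme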
TbMetRS inhib – T. brucei MetRS inhibitors, primary screen, biochemical, luminescence. methionyl-tRNA synthetase (Trypanosoma brucei brucei). purified T. brucei MetRS, ATP depletion, Kinase-Glo luminescence. inhibition, % at 11.9 µM. 360,000 tested, 0.4% active. AID 624268, 2012;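 active = inhibition above a per-plate cutoff of the control wells' mean inhibition plus 3 SD, cut at about 5.5% in these data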;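 also: 0% = DMSO wells median and 100% = median of wells with control inhibitor compound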
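Measured by: Kinase-Glo luciferase luminescence reporting remaining unconsumed ATP. Material: purified T. brucei MetRS enzyme. Doses: 11.9 µM compound single dose, 0.9% DMSO. Medium: HEPES buffer containing pyrophosphatase, BSA, spermine, DTT. Times: 15 min preincubation, 2 h reaction, all 25 °C. Reagent: methionine, ATP and bulk E. coli tRNA.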
Rin1-Abl PPI inh – inhibitors of Rin1-Abl protein binding, primary screen, biochemical, TR-FRET; Tyrosine-protein kinase ABL1 (Homo sapiens) + Ras and Rab interactor 1 (Homo sapiens), …; inhibition, % at 7.35 µM; 360,000 tested, 0.4% active; AID 588664, 2011; in the data active = inhibition above about 5%, passing the limit was not always enough
Target sequence (P00519 whole entry, looked up): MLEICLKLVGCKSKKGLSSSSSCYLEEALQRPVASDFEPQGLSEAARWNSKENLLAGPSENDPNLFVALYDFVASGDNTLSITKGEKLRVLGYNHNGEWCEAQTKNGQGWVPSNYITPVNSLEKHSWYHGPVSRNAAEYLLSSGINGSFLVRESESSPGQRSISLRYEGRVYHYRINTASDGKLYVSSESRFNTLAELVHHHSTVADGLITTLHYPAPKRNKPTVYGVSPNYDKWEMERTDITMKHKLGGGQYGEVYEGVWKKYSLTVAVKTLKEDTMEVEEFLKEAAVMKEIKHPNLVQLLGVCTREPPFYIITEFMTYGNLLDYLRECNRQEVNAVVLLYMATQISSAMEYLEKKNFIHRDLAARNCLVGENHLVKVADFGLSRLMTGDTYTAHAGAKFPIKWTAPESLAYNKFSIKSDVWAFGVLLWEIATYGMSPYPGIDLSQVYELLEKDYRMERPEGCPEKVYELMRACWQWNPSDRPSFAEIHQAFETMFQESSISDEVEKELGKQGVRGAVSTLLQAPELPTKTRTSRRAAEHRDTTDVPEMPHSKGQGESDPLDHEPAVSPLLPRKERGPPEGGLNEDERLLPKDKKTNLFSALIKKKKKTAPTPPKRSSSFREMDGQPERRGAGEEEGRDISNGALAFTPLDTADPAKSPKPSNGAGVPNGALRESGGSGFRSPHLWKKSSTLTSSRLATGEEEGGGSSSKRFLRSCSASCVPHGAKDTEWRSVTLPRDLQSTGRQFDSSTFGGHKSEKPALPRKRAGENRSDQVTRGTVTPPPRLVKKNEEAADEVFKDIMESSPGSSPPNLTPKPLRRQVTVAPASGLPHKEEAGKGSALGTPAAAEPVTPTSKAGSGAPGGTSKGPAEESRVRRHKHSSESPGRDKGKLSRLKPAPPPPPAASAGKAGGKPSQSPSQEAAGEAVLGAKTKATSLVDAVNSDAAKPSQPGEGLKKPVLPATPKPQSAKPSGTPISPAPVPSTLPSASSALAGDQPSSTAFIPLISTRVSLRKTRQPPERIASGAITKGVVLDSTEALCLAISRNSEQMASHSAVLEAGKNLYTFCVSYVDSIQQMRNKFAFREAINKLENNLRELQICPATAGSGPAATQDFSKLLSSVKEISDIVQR
Target sequence (Q13671 whole entry, looked up): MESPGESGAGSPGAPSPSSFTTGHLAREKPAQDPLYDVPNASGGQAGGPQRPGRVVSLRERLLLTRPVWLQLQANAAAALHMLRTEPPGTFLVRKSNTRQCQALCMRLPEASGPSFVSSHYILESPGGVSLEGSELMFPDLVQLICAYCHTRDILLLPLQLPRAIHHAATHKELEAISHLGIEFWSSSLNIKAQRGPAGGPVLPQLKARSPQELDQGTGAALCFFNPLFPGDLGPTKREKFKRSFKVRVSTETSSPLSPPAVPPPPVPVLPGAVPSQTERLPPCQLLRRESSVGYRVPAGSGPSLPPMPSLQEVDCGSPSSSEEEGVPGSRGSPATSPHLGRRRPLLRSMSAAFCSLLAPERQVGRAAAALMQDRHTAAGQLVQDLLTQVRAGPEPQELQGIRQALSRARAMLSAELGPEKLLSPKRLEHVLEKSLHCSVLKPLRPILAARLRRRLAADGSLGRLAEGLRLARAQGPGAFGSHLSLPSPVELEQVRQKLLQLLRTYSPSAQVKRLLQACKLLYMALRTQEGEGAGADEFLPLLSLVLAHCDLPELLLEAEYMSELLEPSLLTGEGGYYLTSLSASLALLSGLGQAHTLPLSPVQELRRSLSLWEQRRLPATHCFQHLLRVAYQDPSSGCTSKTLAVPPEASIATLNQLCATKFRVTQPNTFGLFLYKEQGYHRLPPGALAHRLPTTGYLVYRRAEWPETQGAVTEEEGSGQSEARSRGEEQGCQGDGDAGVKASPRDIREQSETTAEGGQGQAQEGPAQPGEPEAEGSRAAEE
MsrA act – bovine MsrA enzyme activators, primary screen, biochemical, absorbance, HTS; activation, % at 10.6 µM; AID 602163, 2012; purified bovine MsrA, absorbance read-out; 360,000 tested, 0.3% active; Methionine sulfoxide reductase A (Bos taurus); in the data active = activation above about 7.5%;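 also: 0% = vehicle and 100% = reference activator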
MsrA inhibitor – bovine MsrA enzyme inhibitors, primary screen, biochemical, absorbance, HTS; inhibition, % at 15.5 µM; purified bovine MsrA, absorbance read-out; 360,000 tested, 0.75% active; AID 651718, 2012; in the data active = inhibition above about 4.5%;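 also: 0% = vehicle wells with enzyme and 100% = reference inhibitor wells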
Neddylation inh – inhibitors of cullin neddylation, primary screen, biochemical, TR-FRET, uHTS, NAE and Ubc12; NEDD8-conjugating enzyme Ubc12 (Homo sapiens) + NEDD8-activating enzyme E1 regulatory …; calls only at 25 µM; 360,000 tested, 0.58% active; AID 651699, 2012; in the data active = inhibition above about 36%
MLLE-PAM2 inh – inhibitors of PABP1 MLLE–PAM2 peptide binding, primary screen, biochemical, fluorescence polarization, FITC-PAM2, GST-MLLE; Polyadenylate-binding protein 1 (Homo sapiens), P11940; inhibition, % at 20 µM; 360,000 tested, 0.36% active; AID 588489, 2011; in the data active = inhibition above about 35%, passing the limit was not always enough;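 also: plate controls were DMSO wells with GST-MLLE for no effect and wells lacking GST-MLLE protein for full effect; some results filed as inactive read as strong as hits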
Active calls of the source: *; i = inactive; . = not tested or not shown; + = active, no number.

Sequence of screens – E coli Lon inh	CSN deneddyl inh	FAS-TE inh	TbMetRS inhib	Rin1-Abl PPI inh	MsrA act	MsrA inhibitor	Neddylation inh	MLLE-PAM2 inh
[1] CC(=O)Nc1ccc(S(=O)(=O)N2C3CCCC2CC(NC(=O)C2CCCCC2)C3)cc1 (stereo not drawn)
  -4	-7	-10	-0.5	1	-1	0.1	i	-11
[2] CSc1ncccc1C(=O)N1CCCC(CCC(=O)NCc2ccccc2F)C1 (stereo not drawn)
  -7	-3	-10	-0.2	3	-5	0.2	i	5
[3] CCCCCn1c(NCc2ccco2)nc2ccccc21
  -4	5	-1	0.9	-2	-2	-0.6	i	-4
[4] O=C(COC(=O)c1cncc(Br)c1)NCC1CCCO1 (stereo not drawn)
  0	2	-6	-0.5	-2	-1	3.2	i	-17
[5] C[C@H](CO)N1C[C@H](C)[C@@H](CN(C)Cc2ccncc2)Oc2ccc(NC(=O)Cn3cnnn3)cc2C1=O
  3	3	-7	-0.1	1	-12	-0.4	i	11
[6] CCOc1ccc(NC(=O)COc2ccc(C(=O)NC3CCCc4ccccc43)cc2OC)cc1 (stereo not drawn)
  -15	2	3	-0.9	4	-12	0.3	i	-65
[7] CC1CCCCN1Cc1nc2ccccc2c(=O)[nH]1 (stereo not drawn)
  -5	2	-8	-0.7	-1	-11	1.7	i	-9
[8] Cc1cc(=O)[nH]c(SCc2ccc(Cl)cc2Cl)n1
  6	-1	-4	0.1	-1	-2	-0.7	i	2
[9] O=C(Cn1ccc([N+](=O)[O-])n1)N1CCCCC1
  -3	-1	-6	-0.6	-4	1	-0.9	i	13
[10] Cc1ccc(C(CC(=O)NCc2ccco2)c2ccccc2)c(O)c1 (stereo not drawn)
  6	-1	0	0.1	-3	0	0.6	i	-5
[11] O=C(COc1ccc(Cl)cc1)Nc1ccc(CN2CCOCC2)cc1
  7	-3	2	-0.4	-1	-9	-0.8	i	-5
[12] COc1ccc(OCCOCCN2CCN(C)CC2)cc1
  -3	0	-7	-0.7	1	-3	-1.2	i	-9
[13] CS(=O)(=O)C1=NSC2=NC(=O)/C(=C\c3cccn3-c3ccccc3Cl)C(=N)N21
  -16	31	2	-0.1	0	-3	2.8	i	-54
[14] COc1ccccc1CC(=O)NC12CC3CC(CC(C3)C1)C2
  -4	0	1	-0.7	0	-3	-0.7	i	-6
[15] CCSc1ncc(Cl)c(C(=O)Nc2ccccc2Cl)n1
  2	1	10	-1.2	-4	-4	-0.5	i	-8
[16] Cn1c(SCC(=O)NCc2ccco2)nnc1-c1ccccc1
  -1	1	-7	-0.7	1	-5	-0.5	i	4
[17] CC(OC(=O)c1ccccc1N1C(=O)C2C3CCC(C3)C2C1=O)C(=O)c1ccccc1 (stereo not drawn)
  -8	-4	-2	-0.6	2	-8	0.2	i	-8
[18] O=C(C1CCC(CNc2nc(=S)[nH]c3ccccc23)CC1)N1CCN(c2ccc(F)cc2)CC1 (stereo not drawn)
  12	5	0	-1.4	0	-7	0.0	i	-24
[19] Cc1cc(C)c(S(=O)(=O)c2ccccc2)c(OC(=O)c2c(Cl)cc(Cl)cc2Cl)n1
  -12	2	29	-0.4	0	-5	-0.5	i	4
[20] O=C1CCCC2=C1C(c1cccs1)n1nc(SCc3ccccc3)nc1N2 (stereo not drawn)
  13	-5	7	-0.4	1	-5	0.9	.	-5
[21] CCCCn1c(O)c(/C=C2\C=Nc3ccccc32)c(=O)[nH]c1=O
  -125	9	-3	-0.6	1	-11	0.4	i	-103
[22] CN(Cc1cc(=O)n2ccsc2n1)c1ccccc1
  0	1	2	0.6	-1	-4	0.2	i	5
[23] COc1ccc(-n2c(=O)c3ccccc3n(CC(=O)NCc3ccco3)c2=O)cc1
  0	2	-5	-0.9	-1	-9	-0.3	i	-8
[24] Cc1ccc(CN(C(=O)N2CCN(C)CC2)S(=O)(=O)c2ccc(C)cc2)cc1
  -11	1	-7	-0.1	1	-3	0.1	i	-6
[25] O=C(NCc1ccccc1)c1ccc(=O)[nH]n1
  -5	-3	-10	-0.7	-2	0	0.2	i	-3
[26] COc1ccc2c(CC(=O)OCC(=O)Nc3cccc(C)c3)coc2c1
  -10	7	9	-0.1	1	0	0.2	i	-14
[27] Cc1ccc([C@H]2C(C(=O)O)=CC[C@@H](c3cccs3)N2S(=O)(=O)c2ccc(C)cc2)cc1
  3	-2	-2	0.3	-2	-7	-0.4	i	-7
[28] COc1ccc(CC(=O)NCCS(=O)(=O)N2CCN(c3ccccc3)CC2)cc1
  -3	-7	-2	-0.2	-2	-1	-1.0	i	-3
[29] FC(F)(F)c1cnc(-c2cnc3c(-c4ccc(Cl)cc4)cnn3c2)c(Cl)c1
  -13	0	4	-0.8	2	-5	-0.7	i	9
[30] COC(=O)[C@@]12C[C@@H](CC(=O)N3CCOCC3)C(=O)N(Cc3cccc4ccccc34)C1=CCC(C)(C)C2
  .	-1	.	-0.1	.	.	-0.9	i	.

Three compounds already listed, arranged by SMILES length, largest number first.
Sequence of screens – E coli Lon inh	CSN deneddyl inh	FAS-TE inh	TbMetRS inhib	Rin1-Abl PPI inh	MsrA act	MsrA inhibitor	Neddylation inh	MLLE-PAM2 inh
[27] Cc1ccc([C@H]2C(C(=O)O)=CC[C@@H](c3cccs3)N2S(=O)(=O)c2ccc(C)cc2)cc1
  3	-2	-2	0.3	-2	-7	-0.4	i	-7
[23] COc1ccc(-n2c(=O)c3ccccc3n(CC(=O)NCc3ccco3)c2=O)cc1
  0	2	-5	-0.9	-1	-9	-0.3	i	-8
[16] Cn1c(SCC(=O)NCc2ccco2)nnc1-c1ccccc1
  -1	1	-7	-0.7	1	-5	-0.5	i	4

(list continues)
Sequence of screens – E coli Lon inh	CSN deneddyl inh	FAS-TE inh	TbMetRS inhib	Rin1-Abl PPI inh	MsrA act	MsrA inhibitor	Neddylation inh	MLLE-PAM2 inh
[31] O=C(c1ccc(N2C(=O)C3CC=C(Cl)CC3C2=O)cc1)N1CCCCC1 (stereo not drawn)
  -6	-4	-6	-1.2	2	1	-0.2	i	10
[32] CCOc1ccc2oc(C(=O)NCC3CCCO3)c(C)c2c1 (stereo not drawn)
  -6	4	-1	-0.4	1	-2	-0.2	+	-8
[33] CC1=NNC(=O)C1C(c1ccc(F)cc1)C(C#N)C#N (stereo not drawn)
  5	-3	-8	-0.8	2	-5	1.0	i	-2
[34] COc1cccc(C(=O)Nc2nc(SCc3ccc(Cl)cc3)n[nH]2)c1
  8	4	10	0.2	1	-4	-0.3	i	0
[35] Cc1ccc(S(=O)(=O)N2CCCCC2)cc1NC(=O)Nc1ccc(Cl)cc1Cl
  0	-3	2	-0.5	3	-3	-1.1	i	1
[36] CCN(CC(=O)Nc1ccc(NC(C)=O)cc1)C(=O)CCCSc1nc2ccccc2[nH]1
  2	0	-4	-0.1	1	-7	1.2	i	-39
[37] Cc1onc(-c2ccccc2Cl)c1-c1nc(-c2ccccn2)no1
  7	3	8	-0.2	0	1	-0.1	i	-1
[38] O=[N+]([O-])c1cc(S(=O)(=O)N2CCCCC2)ccc1NCCN1CCOCC1
  2	-2	-5	-0.7	1	-5	0.1	i	5
[39] O=C(Nc1cccnc1Cl)c1ccc(Cl)cc1
  3	-5	1	-1.0	1	-5	-0.5	i	3
[40] COc1ccc(-c2nnc3ccc(SCC(=O)N4CCCC4)nn23)cc1
  0	-2	-3	0.1	-3	-2	-0.2	i	7
[41] C=CCn1c(/N=C/c2ccc(OC)cc2)nc2ccccc21
  -2	-7	-6	1.0	2	-2	.	i	2
[42] Cc1ccc(OCC(=O)Nc2ccc(F)cc2)cc1C
  2	1	13	-0.2	1	-1	-0.5	i	-29
[43] Cc1ccc(OC(C)C(=O)N/N=C/c2ccccn2)cc1 (stereo not drawn)
  3	6	-5	-2.0	-4	-13	-1.0	i	0
[44] C=CCOc1ccc(C2C(C(=O)c3ccco3)=C(O)C(=O)N2Cc2cccnc2)cc1 (stereo not drawn)
  -5	4	1	-0.3	-1	1	1.3	i	5
[45] Cc1ccc(NC(=O)COC(=O)/C(=C/c2cccs2)c2cccs2)cc1S(=O)(=O)N(C)C
  10	2	27	0.1	-3	-3	2.3	i	-1
[46] O=C(NCCCc1ccccc1)c1ccc(CS(=O)Cc2ccc(Cl)cc2)o1 (stereo not drawn)
  0	5	6	0.2	2	-3	-0.6	i	6
[47] Cn1c(=O)c2c(nc(CN3CCN(CCO)CC3)n2Cc2cccc3ccccc23)n(C)c1=O
  4	-1	6	0.7	-4	2	1.4	i	0
[48] CN(C)CCCN(C(=O)c1ccc(Cl)s1)c1nc2cc3c(cc2s1)OCO3
  -10	4	4	0.7	0	-2	1.4	i	3
[49] CC1=C(c2ccccc2)SC2=NCCN21
  -4	-1	-147	-1.6	-1	-9	-0.2	i	-9
[50] COc1cc2c3nnc(-c4ccc(F)cc4)c-3cn(Cc3ccccc3)c2cc1OC
  -5	62	-18	-0.6	-9	1	1.2	.	-9
[51] COc1ccccc1N1CCN(c2cc(=O)n(-c3ccccc3Cl)c(=O)[nH]2)CC1
  -6	0	-4	-1.1	0	-3	0.7	i	10
[52] Cc1nc(N2CCC(C(N)=O)CC2)c2nnn(Cc3ccccc3)c2n1
  -3	-1	-8	0.9	2	-2	-1.1	i	2
[53] COc1ccccc1-c1nn(Cc2ccccc2)cc1C(=O)N1CCN(c2ncccn2)CC1
  9	-4	-2	-0.2	4	-3	0.9	i	-11
[54] COc1ccc(OCC(=O)NNC(=O)Cc2coc3cc(OC)ccc23)cc1
  -14	0	-3	-1.2	3	-9	0.9	i	-12
[55] O=C1c2ccccc2C(=O)N1CCCCc1cn(C[C@H]2CC[C@H](Cn3cc(CCCCN4C(=O)c5ccccc5C4=O)nn3)O2)nn1
  3	1	-3	-0.5	0	-4	-1.3	i	20
[56] CN(Cc1ccccc1)S(=O)(=O)c1nnc(NC(=O)c2ccccc2)s1
  -2	0	0	-1.5	0	-2	0.4	i	-12
[57] O=C(NCC1CCCO1)c1ccc2c(c1)N(Cc1ccc(F)cc1)CCS2 (stereo not drawn)
  -8	-1	6	-0.5	6	-4	1.8	.	17
[58] CSc1cccc(NC(=O)c2nnn(Cc3ccccc3)c2N)c1
  1	1	11	-0.1	-2	0	-0.7	i	-4
[59] CCOc1ccccc1NC(=O)C1Cc2ccccc2CN1S(C)(=O)=O (stereo not drawn)
  -1	1	1	-0.1	-3	-3	0.8	i	-5
[60] O=C(COC(=O)c1ccccc1Br)NCC1CCCO1 (stereo not drawn)
  -6	2	-6	-0.2	5	-5	1.1	i	-6
[61] CC(C)(C)n1nnnc1C(c1cccs1)N(Cc1cccnc1)CC1CCCO1 (stereo not drawn)
  -4	3	-3	-0.8	5	0	-0.4	i	-8
[62] O=C(CCCC(=O)N(c1ccc2c(c1)OCCO2)C(C(=O)NC1CCCCC1)c1ccc(F)cc1)Nc1ccccn1 (stereo not drawn)
  1	0	2	-1.8	0	-11	-0.3	i	7
[63] Cc1cccc(C)c1NC(=O)c1ccc2sc([C@@H]3O[C@H](CO)[C@H](O)[C@H](O)[C@H]3O)nc2c1
  4	-3	-10	0.0	-4	-2	-0.1	i	13
